CHRM5 PAM – human M5 muscarinic receptor positive allosteric modulators, primary screen, CHO-K1 cells, Fluo-8 calcium fluorescence | CHO-K1 hM5, ACh EC20 PAM; 0% = ACh EC20, 100% = ACh EC100 | activation, % at 3 µM | 0.3% of 360,000 active | AID 624038, 2012;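 active means activation above the run cutoff, the mean activation of all test compounds plus 3 SD, cut at about 18% in these data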
Target sequence (P08912 whole entry, looked up): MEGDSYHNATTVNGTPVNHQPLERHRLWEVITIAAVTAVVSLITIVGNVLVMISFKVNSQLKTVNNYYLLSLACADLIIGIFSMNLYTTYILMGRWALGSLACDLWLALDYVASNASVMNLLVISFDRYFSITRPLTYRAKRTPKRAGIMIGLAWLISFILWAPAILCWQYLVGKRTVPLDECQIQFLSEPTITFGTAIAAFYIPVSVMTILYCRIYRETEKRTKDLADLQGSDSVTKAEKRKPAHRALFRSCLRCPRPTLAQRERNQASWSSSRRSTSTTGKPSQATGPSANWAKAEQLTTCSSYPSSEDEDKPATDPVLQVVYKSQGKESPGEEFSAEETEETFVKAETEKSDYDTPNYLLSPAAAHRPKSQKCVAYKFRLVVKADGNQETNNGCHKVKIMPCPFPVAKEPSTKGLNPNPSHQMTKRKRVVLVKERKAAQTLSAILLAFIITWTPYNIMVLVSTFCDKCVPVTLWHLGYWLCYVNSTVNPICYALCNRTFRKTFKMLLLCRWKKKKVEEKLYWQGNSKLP
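Replicates: One well per compound, no replicates | System: Human M5 receptor in CHO-K1 cells | Benchmarks: Low control EC20 acetylcholine (0%), high control EC100 acetylcholine (100%) | Probe or stimulus: Acetylcholine, EC20 level | Times: Fluo-8 loading 80 min at 37 °C plus 30 min room temperature | Signal: Intracellular calcium via Fluo-8 fluorescence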
M4 PAM – human M4 muscarinic receptor positive allosteric modulators, primary screen, CHO-K1 cells, Fluo-8 calcium fluorescence; CHO-K1 hM4/Gqi5, ACh EC20; 0% = ACh EC20, 100% = maximal ACh; 0.4% of 360,000 active; AID 624126, 2012; activation, % at 3 µM;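 active means activation above its plate's cutoff, the mean activation of sample wells plus 3 SD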; further: some results filed as inactive read as strong as hits
M1 PAM – human M1 muscarinic receptor positive allosteric modulators, primary screen, CHO-K1 cells, Fluo-8 calcium fluorescence, 1536-well | Muscarinic acetylcholine receptor M1 (Homo sapiens), P11229 | CHO-K1 hM1, ACh EC20; 0% = ACh EC20, 100% = maximal ACh | activation, % at 3 µM | 0.088% of 360,000 active | AID 588819, 2011; in the data active means activation above about 19%, passing the limit was not always enough
Target sequence (P11229 whole entry, looked up): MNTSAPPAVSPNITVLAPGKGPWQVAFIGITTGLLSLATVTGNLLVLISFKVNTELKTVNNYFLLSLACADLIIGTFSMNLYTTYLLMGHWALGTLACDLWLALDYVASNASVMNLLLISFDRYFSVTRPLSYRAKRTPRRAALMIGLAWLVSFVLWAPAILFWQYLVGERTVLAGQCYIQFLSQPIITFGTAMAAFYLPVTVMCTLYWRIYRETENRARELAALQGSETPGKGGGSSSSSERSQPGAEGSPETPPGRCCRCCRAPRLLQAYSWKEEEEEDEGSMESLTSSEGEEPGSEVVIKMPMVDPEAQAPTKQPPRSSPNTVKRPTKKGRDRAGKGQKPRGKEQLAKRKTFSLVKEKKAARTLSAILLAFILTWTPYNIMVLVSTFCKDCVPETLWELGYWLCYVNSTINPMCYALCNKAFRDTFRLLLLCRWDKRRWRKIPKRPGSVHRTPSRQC
CHRM4 antagonist – human M4 muscarinic receptor antagonists, primary screen, CHO cells, Fluo-8 calcium fluorescence; 0.73% of 360,000 active; CHO-hM4 cells, ACh EC80; inhibition, % at 3 µM; Muscarinic acetylcholine receptor M4 (Homo sapiens), P08173;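 active means inhibition above its plate's cutoff, the mean inhibition of sample wells plus 3 SD, cut at about 27% in these data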;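 further: 0% = acetylcholine EC80 with DMSO and 100% = DMSO without agonist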
M4 ag – human M4 muscarinic receptor agonists, primary screen, CHO-K1 cells, Fluo-8 calcium fluorescence; CHO-K1 hM4/Gqi5; vehicle 0%, full acetylcholine response 100%; Muscarinic acetylcholine receptor M4 (Homo sapiens), P08173; activation, % at 3 µM; 0.14% of 360,000 active;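 active means activation above the run mean over all test wells plus 3 SD, cut at about 32% in these data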;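 further: peak over basal fluorescence ratio per well then scaled between controls; 0% = DMSO wells and 100% = acetylcholine at EC100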
CHRM5 agonist – human M5 muscarinic receptor agonists, primary screen, CHO-K1 cells, Fluo-8 calcium fluorescence. Muscarinic acetylcholine receptor M5 (Homo sapiens), P08912. CHO-K1 hM5 cells; 0% DMSO wells, 100% maximal acetylcholine response. activation, % at 3 µM. 0.19% of 360,000 active. AID 624037, 2012;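 active means activation above the run's mean over test compounds plus 3 SD, cut at about 23% in these data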;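 further: signal is peak over basal fluorescence ratio across the kinetic read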
M1 antag – human M1 muscarinic receptor antagonists, primary screen, CHO-K1 cells, Fluo-8 calcium fluorescence, 1536-well; Muscarinic acetylcholine receptor M1 (Homo sapiens), P11229; CHO-K1 hM1, ACh EC80 antagonist; inhibition, % at 3 µM; 1.3% of 360,000 active; AID 588852, 2011;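 active means percent inhibition above its own plate's cutoff, namely the mean of that plate's compound wells plus 3 SD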;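 further: peak over basal fluorescence ratio during 140 s after agonist addition; 0% = ACh EC80 plus DMSO and 100% = DMSO alone without agonist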
CHRM5 antagonist – human M5 muscarinic receptor antagonists, primary screen, CHO cells, Fluo-8 calcium fluorescence; Muscarinic acetylcholine receptor M5 (Homo sapiens), P08912; CHO-hM5 cells, ACh EC80; inhibition, % at 3 µM; 0.59% of 360,000 active;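 active means inhibition above a per-plate cutoff, the mean of that plate's test compounds plus 3 SD, cut at about 27% in these data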;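 further: 0% = acetylcholine EC80 with DMSO and 100% = DMSO without agonist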
CRFBP-R2 agonist – agonists of CRF-BP/CRF-R2 complex, primary screen, cell-based, HEK293, calcium dye fluorescence, uHTS. CRF-binding protein / CRF receptor 2 complex (human). calcium dye fluorescence (FLIPR); percent of saturating CRF peptide response. activation, % at 13.2 µM. 0.46% of 350,000 active. AID 588473, 2011;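 active means activation of at least 50%, plus an integration ratio under a set limit after plate pattern correction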;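 further: plate controls were neutral control wells without compound for no effect and CRF at EC100 for full effect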
* = called active by the depositor.

SMILES	CHRM5 PAM	M4 PAM	M1 PAM	CHRM4 antagonist	M4 ag	CHRM5 agonist	M1 antag	CHRM5 antagonist	CRFBP-R2 agonist
Cc1ccc(NC(=O)Cc2nnc(SCC(=O)NC3CCCC3)n2C)cc1	4	6	9	-1	1	0	-9	-3	-0.6
Clc1ccc(-n2ncc3c(NCC4CCCO4)ncnc32)cc1 (centres undefined)	-2	-16	0	37*	2	4	4	-5	-0.6
CCOCCCNC(=O)C(c1ccc(OC)cc1)N(Cc1ccc2c(c1)OCO2)C(=O)c1cnccn1 (centres undefined)	-5	10	-1	-10	3	-3	2	5	-0.8
Cn1c(NC(=O)CCC2CCCCC2)cc(=O)n(C)c1=O	0	8	14	-11	1	2	-17	-2	1.7
Cc1ccc(C(CC(=O)N2CCCC2)c2ccccc2)c(O)c1C (centres undefined)	1	9	0	3	-2	-2	-15	9	-1.2
CCOC(=O)CN(C)C(=O)CCc1nnc(-c2ccc(-c3ccccc3)cc2)o1	-5	-1	-2	-13	11	3	-2	7	0.8
CCc1ccccc1NS(=O)(=O)c1ccc2[nH]cc(C(=O)NC3CCCC3)c(=O)c2c1	-5	-3	2	6	1	0	1	7	3.0
O=C1CCC(=O)N1c1ccc(CSc2nc3ccccc3[nH]2)cc1	2	1	4	-4	6	0	-1	0	-0.2
O=C(CCn1c(=O)[nH]c2ccsc2c1=O)NCCc1ccc(Cl)cc1	-6	12	6	-6	3	-2	-2	-4	0.4
COc1ccccc1-n1c(SCC(=O)NC(C)(C)C)nc(O)cc1=O	-11	-3	-2	-3	1	3	-7	4	-0.3
CCOC(=O)c1c(NC(=O)CSc2nnc(-c3cccnc3)o2)sc(C(C)=O)c1C	-2	-1	-1	3	2	6	9	5	4.2
CN(C)c1ccc(/C=C/C(=O)c2ccc3c(c2)OCO3)cc1	-37	-21	-13	27*	121*	76*	41*	26	135*
CC(=O)c1ccc(OCC(O)CN2CCOCC2)cc1 (centres undefined)	-5	-8	-1	6	0	1	-4	5	-1.0
C[C@@H]1CCCCO[C@@H](CN(C)C(=O)Nc2ccccc2)[C@@H](C)CN([C@H](C)CO)C(=O)c2cc(N(C)C)ccc2O1	14	11	0	-25	-1	-2	-2	-13	-0.2
CC1CCCC(C)N1C(=O)CSc1nnnn1Cc1ccccc1 (centres undefined)	-3	-3	2	-10	15	0	-1	-3	-1.6
Cc1ccccc1C(=O)c1c[nH]c(C(=O)N2CCN(c3ccccc3F)CC2)c1	-5	-1	-7	-13	1	-7	-2	4	-3.5
COc1cc(SC)ccc1C(=O)OC(C)C(=O)NC1CCCC1 (centres undefined)	11	3	8	-2	2	-2	-7	-19	-2.0
COc1cc(-n2c(=O)c3ccccc3n(Cc3ccccc3)c2=O)cc(OC)c1OC	30*	2	7	-2	0	3	-5	30*	0.9
O=C(CSc1n[nH]c(=O)[nH]c1=O)Nc1ccc(C(=O)O)cc1	-3	-3	-3	-2	0	-3	1	-2	0.6
CCCc1ccc2oc(C(=O)N3CCN(CC(=O)NC(C)C)CC3)c(C)c2c1	2	-1	10	-1	2	0	-15	7	-2.2
COc1cc(-c2nn3c(Cc4ccccc4)nnc3s2)cc(OC)c1OC	-4	9	7	1	0	1	-7	9	-0.8
Cc1cc(C)cc(-n2ncc3c2CCCC3NC(=O)c2cc(C)[nH]n2)c1 (centres undefined)	-8	2	5	-17	4	-2	-1	-8	-1.0
O=C(O)C1C2C=CC(C2)C1C(=O)NCCCN1CCCC1=O (centres undefined)	-1	7	15	-21	0	-3	-13	-8	-0.2
Cc1occc1-c1nnc(SCC(=O)NCCc2ccccc2)o1	-1	5	7	-2	1	-1	-1	-7	0.8
Cc1cc(/C=C(/C#N)C(=O)O)c(C)n1CCC(C)C	6	2	10	5	1	-1	-5	-12	-1.8
COc1cccc(NC(=O)c2cc3ccccc3cc2OC)c1	-6	-1	10	3	1	-5	-10	10	0.0
COC(=O)c1ccccc1NC(=O)c1noc2c1CCCC2	-1	7	0	-7	2	-1	-10	1	-0.2
Cc1ccc(C(=O)/C=C/C(=O)c2ccc(C)cc2)cc1	4	10	13	-1	2	-1	-13	9	22
O=c1[nH]c2ccc(Br)cc2o1	18	7	15	-4	1	2	-14	-1	-2.6
N#CC1(NC(=O)COC(=O)c2cc([N+](=O)[O-])ccc2N2CCOCC2)CCCCC1	0	2	11	-9	3	2	-15	4	-1.1
Cc1ccc(S(=O)(=O)N(C)c2ccc(C(=O)NCc3ccccc3F)cc2)cc1	0	-1	0	-12	3	-5	-7	2	-0.9
CCn1c(SCC(=O)C(C)(C)C)nnc1-c1ccccn1	-7	-1	-6	6	0	-1	12	12	-2.5
COc1ccc(NC(=O)CN(C)C(=O)CC2CCCC2)cc1	6	18	9	-7	1	-6	-14	-7	0.9
Clc1ccc(-c2nnc(CCc3ccccc3)o2)c(Cl)c1	-1	21	2	-18	-3	-4	-6	-3	-0.8
Cc1ccccc1NC(=O)C1C2C=CC(C3CC23)C1C(=O)O (centres undefined)	-1	-2	4	1	0	0	0	0	-1.7
O=C(NC1CC1)c1ccc(CN(c2ccccc2)S(=O)(=O)c2ccccc2)cc1	6	11	6	-6	3	-7	1	-4	0.5
Cc1cc(C(=O)NCCc2ccccc2)c2cc(F)ccc2n1	1	-6	5	-3	1	-7	-10	-3	-0.3
O=C(c1cc2c(=O)n3ccccc3nc2s1)N1CCN(Cc2ccccc2)CC1	1	0	2	-1	1	-1	-1	7	0.8
Cc1ccc(NC(=O)CSc2nc(C)c(C)c(C)n2)cc1S(=O)(=O)N1CCOCC1	-14	-2	4	0	11	-1	-13	15	1.0
COc1ccc(N2CCN(C(=O)CCNS(=O)(=O)c3ccc4c(c3)CCC(=O)N4)CC2)cc1	4	4	12	2	0	0	-10	0	-0.2
CCN(CC)CCn1c(=N)n(CC(O)c2ccco2)c2ccccc21 (centres undefined)	7	8	4	3	1	-3	0	2	-0.2
CCC1Sc2ccc(S(=O)(=O)CCC(=O)Nc3cc(C)ccn3)cc2NC1=O (centres undefined)	2	-4	0	-2	8	-4	5	3	1.2
COc1ccc(C(c2c(NC(C)=O)sc3c2CCCC3)N2CCN(CCO)CC2)cc1OC (centres undefined)	-12	0	5	1	1	-1	4	10	0.2
Cc1cc(Br)ccc1SCC(=O)OCC(=O)NCc1ccc2c(c1)OCO2	-2	-7	10	5	2	-3	-5	-2	0.8
O=C(Cc1ccccc1)N1CCN(C(=O)c2ccco2)CC1	-1	4	7	-2	1	-1	-4	2	0.2
CC(Sc1nc(N)cc(=O)[nH]1)C(=O)NNC(=O)c1cccc(Cl)c1 (centres undefined)	-4	2	-7	-1	0	0	10	-4	0.1
CCCOc1ccc(-c2c(C(=O)N/N=C/c3ccc(C)o3)nnn2-c2nonc2N)cc1	1	1	3	-10	7	1	-6	1	-1.2
COC(=O)C1=C(C)NC(=O)NC1/C=C/c1ccccc1 (centres undefined)	-3	-2	11	-3	1	1	-12	-2	-0.1
OCCC1CN(Cc2cccc3nccnc23)CCN1Cc1ccc(F)cc1 (centres undefined)	-3	-10	-6	2	0	-5	9	11	-1.3
CCOC(=O)c1c(-c2ccc(C)o2)csc1NC(=O)COC(=O)c1ccc(NC(N)=O)cc1	-21	-11	-7	16	11	3	21	16	-1.2

12 entries from above, arranged by molecular weight, lowest first.
SMILES	CHRM5 PAM	M4 PAM	M1 PAM	CHRM4 antagonist	M4 ag	CHRM5 agonist	M1 antag	CHRM5 antagonist	CRFBP-R2 agonist
O=C(Cc1ccccc1)N1CCN(C(=O)c2ccco2)CC1	-1	4	7	-2	1	-1	-4	2	0.2
Cc1cc(C(=O)NCCc2ccccc2)c2cc(F)ccc2n1	1	-6	5	-3	1	-7	-10	-3	-0.3
CC(Sc1nc(N)cc(=O)[nH]1)C(=O)NNC(=O)c1cccc(Cl)c1 (centres undefined)	-4	2	-7	-1	0	0	10	-4	0.1
OCCC1CN(Cc2cccc3nccnc23)CCN1Cc1ccc(F)cc1 (centres undefined)	-3	-10	-6	2	0	-5	9	11	-1.3
O=C(c1cc2c(=O)n3ccccc3nc2s1)N1CCN(Cc2ccccc2)CC1	1	0	2	-1	1	-1	-1	7	0.8
O=C(NC1CC1)c1ccc(CN(c2ccccc2)S(=O)(=O)c2ccccc2)cc1	6	11	6	-6	3	-7	1	-4	0.5
CCC1Sc2ccc(S(=O)(=O)CCC(=O)Nc3cc(C)ccn3)cc2NC1=O (centres undefined)	2	-4	0	-2	8	-4	5	3	1.2
CCCOc1ccc(-c2c(C(=O)N/N=C/c3ccc(C)o3)nnn2-c2nonc2N)cc1	1	1	3	-10	7	1	-6	1	-1.2
Cc1ccc(NC(=O)CSc2nc(C)c(C)c(C)n2)cc1S(=O)(=O)N1CCOCC1	-14	-2	4	0	11	-1	-13	15	1.0
CCOC(=O)c1c(-c2ccc(C)o2)csc1NC(=O)COC(=O)c1ccc(NC(N)=O)cc1	-21	-11	-7	16	11	3	21	16	-1.2
COc1ccc(N2CCN(C(=O)CCNS(=O)(=O)c3ccc4c(c3)CCC(=O)N4)CC2)cc1	4	4	12	2	0	0	-10	0	-0.2
COc1ccc(C(c2c(NC(C)=O)sc3c2CCCC3)N2CCN(CCO)CC2)cc1OC (centres undefined)	-12	0	5	1	1	-1	4	10	0.2

Remaining list, next part:
SMILES	CHRM5 PAM	M4 PAM	M1 PAM	CHRM4 antagonist	M4 ag	CHRM5 agonist	M1 antag	CHRM5 antagonist	CRFBP-R2 agonist
CCOC(=O)c1c(C)[nH]c(C(=O)COC(=O)CSCC(=O)N(CC)CC)c1C	-13	0	4	4	9	-2	-8	-4	-1.4
COc1ccc(OC)c(NC(=O)CSc2ccc3nnc(-c4cccnc4)n3n2)c1	3	-1	7	-2	3	5	1	-2	-2.6
CC1Cc2ccccc2N1CC(=O)Nc1ccc2c(c1)OCCCO2 (centres undefined)	-4	2	8	3	3	-4	-10	18	-0.3
CC(C)(C)OC(=O)C[C@H]1C/C=C\C[C@@H](CC(=O)N[C@@H](CO)Cc2ccccc2)C(=O)NCCOC1=O	16	-3	5	-10	1	3	-14	-2	3.6
CC(=O)c1ccc(NC(=O)C(C)OC(=O)/C=C/c2ccco2)cc1 (centres undefined)	-5	0	3	2	2	1	-8	13	0.1
